Screening data deposited in PubChem by National Center for Advancing Translational Sciences (NCATS).
a7 integrin act – qHTS for Activators of Integrin-Mediated Alleviation for Muscular Dystrophy; Potency, µM (highest dose often 38.3 µM), without a hit: at the top dose activation, actives largely listed as activators; 350,000 compounds, 0.064% hits; alpha7betagal myoblasts, beta-gal FDG fluorescence, 48 h; AID 624291, 2012;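 further: potency means the concentration at half of the fitted maximal effect; 100% = response of the positive control SU9516; nearly all actives have a fitted effect of over 60% in size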
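alpha7betagal+/- myoblasts (passage 13, 250/well) treated 48 h at 37C with compounds at 1:260 dilution of DMSO stock. Lysed, then beta-galactosidase activity read as FDG fluorescence (ex 480/em 540) after 30 min, with pre-read for autofluorescence.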
TSHR antag – Antagonists of the Thyroid Stimulating Hormone Receptor: HTS campaign. 330,000 compounds, 0.2% hits. AID 504810, 2011. TSHR-expressing cells, TSH-stimulated cAMP HTRF, 2 h; stronger effect = lower value. activity change, negative = inhibition, % at 11.5 µM;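 active means activity change below a set negative limit, meaning inhibition stronger than a set level, cut at about -70% in these data; inconclusive means activity change between two set negative limits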; further: on the % scale 0 is the no-effect control and ±100 the full control effect
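Cell-based HTRF cAMP assay; TSHR cells + compound, TSH EC80 (4nM final), 2 h, 37 deg C. Lysis with anti-cAMP cryptate and cAMP-d2, 30 min RT, read 665/620 nm.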
AT treatment – qHTS Assay for Identifying a Potential Treatment of Ataxia-Telangiectasia; […] A-T fibroblasts, KAP-1 phosphorylation AlphaLISA; neocarzinostatin DNA damage 30 min before lysis; Potency, µM (top dose mostly 57.5 µM), for inactives: top-dose activation, actives largely listed as activators; 320,000 compounds, 0.19% hits; AID 485349, 2010; further: potency means the concentration at half of the fitted maximal effect; % of control where 0% means no effect; nearly all actives have a fitted effect of over 45% in size
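hTERT-immortalized A-T patient fibroblasts ([…]), 500 cells/well in OPTI-MEM, 1% FBS, got compounds for 60 min, then NCS for 30 min at 37C. Lysates were then assayed for phospho-KAP-1 by AlphaLISA (anti-pKAP1 donor, anti-KAP1 acceptor beads), 6 hr at 25C.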
TCR act – Activators of T cell receptors: qHTS campaign. primary human leukocytes, anti-CD3, IL-2 HTRF, 48 h. Potency, µM (top dose mostly 9.22 µM), inactives show at the highest dose activation of IL-2 secretion, usual class: activators. 330,000 tested, under 10 active; further: % of control where 0% means no effect
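Compounds are tested in HTS on primary human leukocytes co-incubated with a-CD3 beads for 48 hr. IL-2 output is measured by time-resolved FRET.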
MBNL1 CUG block – qHTS Assay for Inhibitors of MBNL1-poly(CUG) RNA binding. 280,000 compounds, 0.036% hits. Potency, µM (doses to about 57.5 µM), without a hit: at the highest dose activity change, negative = inhibition, usual class: inhibitors. TR-FRET MBNL1-His/biotin-(CUG)12 binding, 665/545 ratio; active means well fitted inhibition curve with a large enough effect in the signal ratio, with a control signal flat, not every such curve was filed as active; inconclusive means small, poorly fitted or top-dose-only effect, or effect the other way, or a change in a side signal; inactive means no such curve, though single readings can be large or run the other way; the % refers to the signal ratio; further: potency means the concentration at half of the fitted maximal effect; on the % scale 0 is the no-effect control and ±100 the full control effect
Target sequence (Q9NR56 whole entry, looked up): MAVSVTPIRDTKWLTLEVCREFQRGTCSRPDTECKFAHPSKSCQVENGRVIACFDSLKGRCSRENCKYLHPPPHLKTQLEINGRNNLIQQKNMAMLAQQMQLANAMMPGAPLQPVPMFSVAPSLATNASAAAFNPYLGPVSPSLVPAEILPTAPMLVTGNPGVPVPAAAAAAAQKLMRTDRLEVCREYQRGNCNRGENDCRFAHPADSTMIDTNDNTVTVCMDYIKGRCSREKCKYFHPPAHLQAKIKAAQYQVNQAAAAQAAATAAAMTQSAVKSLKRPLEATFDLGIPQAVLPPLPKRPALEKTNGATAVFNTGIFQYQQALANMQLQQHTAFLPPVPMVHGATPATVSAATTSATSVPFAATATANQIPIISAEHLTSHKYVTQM
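His-tagged MBNL1 binding to biotinylated (CUG)12 RNA was measured by TR-FRET using terbium anti-His antibody (0.055 ng/ul final) and streptavidin-XL665 (5 nM final). Compounds were titrated 92 nM to 58 uM; 60 min at room temperature.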
Menin-MLL TR inh – qHTS Assay for Inhibitors Targeting the Menin-MLL Interaction in MLL Related Leukemias: Competition With Texas Red Labeled MLL-derived Mutant Peptide | Menin + Texas Red MLL mutant peptide, fluorescence polarization | Potency, µM (doses to about 61.6 µM), without a hit: at the highest dose FP activity change, negative = inhibition, most hits filed as inhibitors | AID 1768, 2009 | O00255 | 270,000 compounds, 0.23% hits; active means well fitted inhibition curve with a large enough effect in the polarisation, with a control signal flat, not every such curve was filed as active; inconclusive means small, poorly fitted or top-dose-only effect, or effect the other way, or a change in a side signal; inactive means no such curve, though single readings can be large or run the other way; the % refers to the polarisation; further: potency means the concentration at half of the fitted maximal effect; % of control where 0% means no effect; many of its hits are not listed in these tables
Target sequence (O00255 whole entry, looked up): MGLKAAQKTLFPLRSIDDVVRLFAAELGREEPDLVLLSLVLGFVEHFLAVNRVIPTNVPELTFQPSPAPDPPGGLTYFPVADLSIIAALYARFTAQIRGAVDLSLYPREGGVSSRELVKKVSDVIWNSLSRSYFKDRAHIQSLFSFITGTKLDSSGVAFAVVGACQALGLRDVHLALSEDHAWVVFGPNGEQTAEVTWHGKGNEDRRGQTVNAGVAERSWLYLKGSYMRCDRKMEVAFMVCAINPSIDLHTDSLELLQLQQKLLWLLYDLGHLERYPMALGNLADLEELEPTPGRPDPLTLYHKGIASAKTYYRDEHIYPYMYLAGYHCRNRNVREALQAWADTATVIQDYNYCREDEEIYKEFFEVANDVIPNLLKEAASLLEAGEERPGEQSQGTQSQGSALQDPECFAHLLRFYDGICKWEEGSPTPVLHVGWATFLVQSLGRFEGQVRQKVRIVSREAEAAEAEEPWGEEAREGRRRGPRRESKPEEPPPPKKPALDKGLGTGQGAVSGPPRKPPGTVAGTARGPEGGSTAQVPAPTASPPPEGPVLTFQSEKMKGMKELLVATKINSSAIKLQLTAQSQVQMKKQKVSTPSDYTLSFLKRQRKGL
TSG101-PTAP inh – qHTS Assay for Iinhibitors of HIV-1 Budding by Blocking the Interaction of PTAP/TSG101; Tumor susceptibility gene 101 protein (Homo sapiens), Q99816; Fluorescence polarization, FITC-PTAP peptide / Tsg101 binding; Potency, µM (titrated, usually from 115 µM), inactives show at the top dose activity change, negative = inhibition, most hits filed as inhibitors; 340,000 tested, under 10 active; active means well fitted inhibition curve with a large enough effect in the main read-out, with a control signal flat, not every such curve was filed as active; inconclusive means small, poorly fitted or top-dose-only effect, or effect the other way, or a change in a side signal; inactive means no such curve, though single readings can be large or run the other way; further: potency means the concentration at half of the fitted maximal effect; % of control where 0% means no effect
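Compounds were pin-transferred onto Tsg101 binding domain (10 uM final) in HEPES pH 7.5 buffer, then FITC-PTAP peptide was added at 50 nM final. After 20 min at RT, polarization reported peptide displacement across a qHTS concentration series.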
Mito fusion yeast – qHTS Assay for Small Molecule Inhibitors of Mitochondrial Division or Activators of Mitochondrial Fusion; S. cerevisiae fusion-defective mutant growth rescue, CellTiterGlo 48 h; Potency, µM (titrated, usually from 46.1 µM), inactives show at the top dose growth rescue (activation), actives largely listed as activators; 320,000 compounds, 0.23% hits;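 further: potency means the concentration at half of the fitted maximal effect; % of control where 0% means no effect; nearly all actives have a fitted effect of over 45% in size; temperature-sensitive fusion mutants such as fzo1-1 at 37 °C on non-fermentable ethanol glycerol medium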
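Growth-rescue viability read-out: after 48 h at the non-permissive 37C in glycerol/ethanol YPEG, yeast mitochondrial fusion mutants are measured by CellTiterGlo luminescence; compounds (23 nl pinned per well) restoring growth score as division inhibitors or fusion activators.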
CXXC DNA block – qHTS Fluorescence Polarization Assay for Inhibitors of MLL CXXC domain - DNA interaction; Histone-lysine N-methyltransferase 2A (Homo sapiens), Q03164; MLL-CXXC / FITC-HOXA9 DNA fluorescence polarization; Potency, µM (doses to about 115 µM), for the others: top-dose activity change, negative = inhibition, most hits filed as inhibitors; 290,000 compounds, 0.037% hits; active means well fitted inhibition curve with a large enough effect in the polarisation, with a control signal flat, not every such curve was filed as active; inconclusive means small, poorly fitted or top-dose-only effect, or effect the other way, or a change in a side signal; inactive means no such curve, though single readings can be large or run the other way; the % refers to the polarisation; further: potency means the concentration at half of the fitted maximal effect
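Fluorescence polarization: 7 uM MLL-CXXC (stock) preincubated 5 min with compounds, then 50 nM fluorescein-HOX-A9 DNA (stock) added; 30 min ambient. Buffer 50 mM Tris-HCl pH 7.5, 50 mM NaCl, 1 mM DTT, 0.05% BSA.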
ASM inhibitor – Inhibitors of Secretory Acid Sphingomyelinase (S-ASM): qHTS; placental ASM, HMU-PC fluorogenic substrate, 60 min; AID 504937, 2011; Sphingomyelin phosphodiesterase (Homo sapiens), P17405; 340,000 compounds, 0.006% hits; Potency, µM (top dose mostly 57.5 µM), for inactives: at the top dose activity change, negative = inhibition, hits mostly inhibitors; further: potency means the concentration at half of the fitted maximal effect
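Steps: dispense placental human ASM, pin compound, wait 10 min at room temperature, add HMU-PC0 substrate at 9 uM final, incubate 60 min at 37 °C, add stop solution raising pH to 10, read fluorescence.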
Starred values were filed as active, the others as inactive; ? = inconclusive; / = not tested or not shown; [ ] = dose if it differs, or a comment. Unless noted, the call rests on the fitted dose curve; in most records, active means well fitted curve in the direction sought with a large enough effect; inconclusive means small, poorly fitted or top-dose-only effect, or another doubt; inactive means no such curve, though single readings can be large; an effect the other way counts as inactive or inconclusive.

No.	molecule	a7 integrin act	TSHR antag	AT treatment	TCR act	MBNL1 CUG block	Menin-MLL TR inh	TSG101-PTAP inh	Mito fusion yeast	CXXC DNA block	ASM inhibitor
1	O=C(CC(c1ccccc1)c1ccco1)N1CCOCC1 (configuration not stated)	-2%	-9	/	-3%[46.1 µM]	-5%	15%	0%	-1%	-13%	2%
2	OCn1c2ccccc2c2ccccc21	-2%	7	8%	2%	2%	10%	-1%	-2%	-6%	8%
3	O=C1NC(c2cn(-c3ccccc3)nc2-c2cccs2)C(C(=O)c2cccnc2)C(O)(C(F)(F)F)N1 (configuration not stated)	-1%	0	0%	-3%	4%	0%	1%	3%	-4%	-1%
4	COc1ccc(Cc2nc3c4c(ncn3n2)Oc2ccc3ccccc3c2C4c2ccc(OC)c(OC)c2)cc1 (configuration not stated)	2%	-3	-18%	3%[46.1 µM]	11%	0%	-2%	-18%	10%	0%
5	O=C(COc1ccc(S(=O)(=O)N2CCCCC2)cc1Cl)N1CCOCC1	-26%	15	5%	0%	-10%	-16%	-1%	8%	3%	5%
6	C#CCSC1=C(C#N)C(c2cccs2)C(C(=O)OCC)=C(C)N1 (configuration not stated)	-30%	0	/	5%	0%	-1%	-7%	6%	10%	0%
7	Cc1cccc(N2C(=O)CSC23CCCCC3)c1	13%	0	-3%	2%	-2%	2%	1%	7%	21%	0%
8	CCOC(=O)Cn1c(=NC(=O)CSC(C)=O)sc2cc(OC)ccc21	4%	4	-5%	-18%	?	/	0%	-3%	5%	2%
9	Cc1nc(N)nc(N)c1/C=C/C(C)(C)c1ccc(Cl)cc1	-69%[inhibitor]	-4	-5%	-6%	-8%	-29%	1%	-3%	17%	-2%
10	O=C(CCCOc1ccccc1)Nc1cccc(S(=O)(=O)N2CCCCCC2)c1	-16%	19	14%	1%	/	/	-2%	6%	/	-3%
11	O=C(COc1ncnc2ccccc12)N1CCN(c2ccccc2)CC1	1%	-4	-3%	0%	-7%	-26%	0%	1%	7%	-6%
12	Cc1sc2ncn(CC(=O)NCCCC(=O)N3CCN(c4ccccn4)CC3)c(=O)c2c1C	-13%	19	8%	-5%	-7%	?	-2%	4%	-6%	0%
13	O=C(CCc1ccccc1)Nc1ccc(F)c([N+](=O)[O-])c1	-21%	-11	-1%	3%	?	?	-4%	2%	9%	0%
14	CCNCc1cc([N+](=O)[O-])ccc1OCC	1%	6	5%	1%	?	-10%	-4%	-3%	-2%	3%
15	CC1(C)NC(=O)N(CC(=O)N2CCC(Cc3ccccc3)CC2)C1=O	3%	15	8%	-4%	-1%	/	-8%	0%	34%[activator]	-1%
16	C=CC[C@H](CC(=O)N(CCO)Cc1ccccc1)C(=O)N[C@H](COC(=O)[C@@H](CC=C)CC(=O)OC(C)(C)C)c1ccccc1	-18%	-10	0%	-2%	/	/	/	/	/	1%
17	O=C1CCc2cc(S(=O)(=O)Nc3ccccc3)ccc2N1	-29%	-5	-1%	-7%	/	/	-5%	1%	/	2%
18	Cc1ccc(SCc2[nH]nc3c2C(C(C)C)C(C#N)=C(N)O3)cc1 (configuration not stated)	-22%	-35	8%	11%	4%	28%	-13%	-7%	0%	0%
19	COc1ccc(NC(=O)COC(=O)CCc2nc3ccccc3c(=O)[nH]2)c(OC)c1	16%	11	-1%	/	/	/	-2%	0%	/	1%
20	COC(=O)c1ccccc1NC(NC(=O)c1ccco1)C(=O)c1ccc(C)cc1 (configuration not stated)	16%	-15	-6%	-3%	-3%	-12%	-2%	-3%	-4%	-8%
21	CCOc1cc(/C=C2/C(=N)N3C=CSC3=NC2=O)ccc1OCCCOc1ccccc1C	-14%	-5	-1%	-11%	15%	?	-3%	2%	-11%	17%
22	CC(C)(C)OC(=O)C[C@H]1C/C=C\C[C@@H](CC(=O)N(CCO)Cc2ccccc2)C(=O)NC[C@H](c2ccccc2)OC1=O	-9%	-8	9%	-21%	/	/	/	/	/	3%
23	Cc1c(Cl)c([N+](=O)[O-])nn1CC(=O)NCC(C)C	-11%	1	4%	-1%	14%	22%	-2%	3%	-2%	7%
24	COc1ccc(C(=O)Nc2ccc(C(=O)N3CCC(C)CC3)cc2)cc1OC	-24%	-6	2%	4%	-7%	-1%	-3%	-2%	4%	3%
25	COC(=O)c1cccc(C(=O)N2CCCC(C(=O)c3ccccc3OC)C2)c1 (configuration not stated)	-16%	-4	-1%	0%	2%	/	-4%	9%	-9%	/
26	NC(=O)c1ccc2c(c1)OCCO2	40%	5	4%	5%	-4%	-5%	-4%	3%	0%	0%
27	Cc1noc(C)c1CN1C(=O)c2ccccc2C1=O	-5%	-25	-23%	0%	8%	/	-10%	1%	-17%	0%
28	COc1ccc(/C(N)=N/OC(=O)c2ccc([N+](=O)[O-])c(C)c2)cc1OC	23%	-7	-3%	-8%	0%	6%	-3%	3%	7%	0%
29	COc1ccc(Cl)c(NC(=O)Cn2nnc(-c3ccccc3N)n2)c1	-17%	10	-17%	0%	-1%	?	-3%	11%	-1%	-7%
30	CCc1nc(C)cn1S(=O)(=O)c1cc(C)c(OC)c(C)c1C	-49%[inhibitor]	-33	/	-2%	-14%	5%	-1%	6%	1%	0%
31	N#CCc1ccc(OC(=O)c2ccncc2)cc1	15%	/	/	5%	/	/	0%	/	/	-1%
32	CC(C)Oc1cccc(C(=O)C2CCCN(C(=O)c3cc(C4CC4)[nH]n3)C2)c1 (configuration not stated)	8%	-5	3%	-5%	-2%	-25%	-6%	19%	5%	2%
33	COC(=O)C1=C(C)C(c2ccc(OC)cc2)NC(=S)N1 (configuration not stated)	-17%	9	-11%	1%	-11%	18%	0%	-5%	-4%	-1%
34	COc1ccc(-c2c(C#Cc3ccsc3)c3cc(-c4ccc(OC)c(F)c4)ccc3n2C)cc1	-3%	-13	6%	0%	/	/	-3%	-11%	/	60%[activator]
35	COc1ccc(N2C(=O)CC(N3CCN(S(=O)(=O)c4c(F)cccc4F)CC3)C2=O)cc1OC (configuration not stated)	-22%	1	3%	-4%	9%	6%	0%	-4%	11%	-2%
36	COc1cccc(OC)c1C(=O)Nc1ccc(N2CCN(S(C)(=O)=O)CC2)cc1	0%	10	16%	/	-6%	-1%	-1%	2%	-8%	0%
37	CCC(C)(C)NC(=O)CN(Cc1cccs1)C(=O)CCC(=O)Nc1nccs1	-8%	4	2%	0%	-3%	-2%	-4%	0%	-4%	-3%
38	COc1ccc(C(=O)NCC(c2ccco2)N2CCOCC2)cc1OC (configuration not stated)	-1%	2	-7%	4%	/	/	0%	-2%	/	1%
39	CCOC(=O)CC(NC(=O)C1c2ccccc2Oc2ccccc21)c1ccccc1Cl (configuration not stated)	15%	5	7%	-1%	/	?	0%	3%	10%	4%
40	O=C(Cn1nc(-c2ccccc2)ccc1=O)N1CCOCC1	-14%	/	/	3%	/	/	2%	/	/	1%
41	CC(C)(C)c1cc(CCC(=O)NCCc2ccccn2)cc(C(C)(C)C)c1O	-58%[inhibitor]	-10	-2%	-7%	2%	?	0%	20%	-4%	-1%
42	N#CN(CC(N)=O)c1nc(N2CCCCC2)nc(N2CCCCC2)n1	10%	2	4%	2%	-1%	-16%	-5%	-1%	12%	2%

This is a subset (hit frequency here may not be typical).
